OX1R antagonist – antagonists of human orexin 1 receptor; O43613; CHO/OX1R cells, Fluo-8 calcium fluorescence, orexin A; inhibition, % at 5 µM; 330,000 tested, 0.43% active; AID 434989;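 active = inhibition above its plate's threshold, mean inhibition of all tested compounds on the plate plus 3 SD, cut at about 37% in these data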;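 also: 0% = orexin A challenge wells and 100% = SB-334867-A antagonist wells; not every result past the cut was called active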
Target sequence (O43613 whole entry, looked up): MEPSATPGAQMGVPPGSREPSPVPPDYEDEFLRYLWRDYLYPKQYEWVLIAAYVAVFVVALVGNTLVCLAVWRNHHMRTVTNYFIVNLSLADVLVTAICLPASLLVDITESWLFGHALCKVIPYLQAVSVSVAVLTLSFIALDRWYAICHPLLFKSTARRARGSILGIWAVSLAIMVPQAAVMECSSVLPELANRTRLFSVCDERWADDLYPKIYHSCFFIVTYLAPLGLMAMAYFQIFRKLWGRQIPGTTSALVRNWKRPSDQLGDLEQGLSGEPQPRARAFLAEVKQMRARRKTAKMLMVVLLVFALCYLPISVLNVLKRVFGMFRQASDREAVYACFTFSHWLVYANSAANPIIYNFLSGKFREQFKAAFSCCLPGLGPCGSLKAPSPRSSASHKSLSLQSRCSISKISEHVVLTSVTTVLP
CHT allo act – human CHT allosteric activation; B-score at 10 µM; 310,000 tested, 0.49% active; Q9GZV3; AID 488977; CHT-expressing cells, membrane potential dye, choline EC20; stronger effect = higher value; LV-AA mutant CHT in HEK293 cells;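 active = initial fluorescence not abnormally high and integrated response B-score, plate-corrected, over 3 SD above library mean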
Target sequence (Q9GZV3 whole entry, looked up): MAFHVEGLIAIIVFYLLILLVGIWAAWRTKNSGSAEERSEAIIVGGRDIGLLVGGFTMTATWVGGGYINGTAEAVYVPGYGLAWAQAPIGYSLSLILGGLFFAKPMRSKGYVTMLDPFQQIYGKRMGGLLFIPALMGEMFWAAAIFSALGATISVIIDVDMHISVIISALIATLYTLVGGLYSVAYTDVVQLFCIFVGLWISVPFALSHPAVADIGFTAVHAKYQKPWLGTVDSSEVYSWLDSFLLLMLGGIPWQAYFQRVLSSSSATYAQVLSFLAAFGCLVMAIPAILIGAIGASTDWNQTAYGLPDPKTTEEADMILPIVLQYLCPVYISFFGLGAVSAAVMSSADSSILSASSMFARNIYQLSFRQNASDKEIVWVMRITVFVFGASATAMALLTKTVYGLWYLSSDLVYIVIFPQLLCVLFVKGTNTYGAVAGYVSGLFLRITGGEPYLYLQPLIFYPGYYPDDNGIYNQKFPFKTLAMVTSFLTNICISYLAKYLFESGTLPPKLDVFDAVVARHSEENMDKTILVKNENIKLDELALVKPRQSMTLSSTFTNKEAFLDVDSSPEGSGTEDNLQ
The depositor's hits bear a star; i = inactive; . = not tested or not shown.

SMILES	OX1R antagonist	CHT allo act
CC(NC(=O)CCCN1C(=O)c2ccccc2C1=O)c1ccc2c(c1)CCCC2 (configuration not stated)	-11	i
O=C(C[n+]1ccc2ccccc2c1)Nc1cc(C(F)(F)F)ccc1Cl	-8	i
CN(Cc1ccccc1)C(=O)c1[nH]cnc1C(=O)NCC(=O)OCc1ccccc1	-22	i
CC(C)CNc1nc(N)c([N+](=O)[O-])c(NCC2CCCO2)n1 (configuration not stated)	-24	i
COc1cc2cc(C(=O)N3CCN(c4ccccc4OC)CC3)[nH]c2cc1OC	.	i
COc1cc(C(=O)OC(C)C(=O)Nc2ccc3c(c2)OCO3)ccc1OCc1c(C)noc1C (configuration not stated)	-24	i
Cc1c(C(=O)Nc2ccc(S(=O)(=O)NCC3CCCO3)cc2)cccc1[N+](=O)[O-] (configuration not stated)	6	i
CCCNC(=O)c1cc2ccccc2c(=O)o1	-6	i
Cc1ccccc1CNC(=O)CN1C(=O)c2ccccc2S1(=O)=O	-6	i
COc1ccc(NS(=O)(=O)c2cccc(C(=O)N/N=C/c3ccccn3)c2)cc1	-25	i
CCCCNC(=O)CSc1nnc(Cc2ccccc2)n1CC1CCCO1 (configuration not stated)	-15	i
COc1cc2c(C#CCCO)c(-c3ccc(C#N)cc3)oc(=O)c2cc1OC	-28	.
CCN(c1ccccc1)S(=O)(=O)c1ccc(Cl)c(NC(=O)COC(=O)c2cc(O)c3ccccc3c2O)c1	-16	i
CCOc1ccc(N(CC(=O)NCc2ccc(Cl)cc2)S(=O)(=O)c2c(C)noc2C)cc1	-15	i
Cc1nc(CNS(=O)(=O)c2cccnc2)cs1	6	i
CCOC(=O)C(C(=O)OCC)N(C#N)c1nc(N(C)C)nc(N(C)C)n1	-22	i
CCOc1ccc(CN(C)C(=O)Cc2c[nH]c3ccccc23)cc1	.	i
CCOC(=O)c1oc2ccc(S(=O)(=O)N3CCC(C)CC3)cc2c1C	-9	i
COc1ccc(C[C@@H]2CN3C(=NC[C@@H]3C)N2CCNC(=O)c2ccc(C)c(Br)c2)cc1	-26	i
O=C(Nc1ncn[nH]1)c1cc([N+](=O)[O-])ccc1Cl	-18	i
Cc1ccc2nc(NC(=O)c3cccs3)sc2c1	-22	i
CSc1ccc(S(=O)(=O)NCC(=O)OCCOc2ccccc2)cc1[N+](=O)[O-]	-13	i
O=C(Oc1ccc(OC(=O)N2CCOCC2)cc1)c1ccccc1	-1	i
O=C(NC(=S)N1CCCC1)c1ccc(Cl)cc1Cl	14	i
O=[N+]([O-])c1cnc2ccccc2c1	-3	i

Single records (already shown).
`COc1ccc(NS(=O)(=O)c2cccc(C(=O)N/N=C/c3ccccn3)c2)cc1` across the screens: OX1R antagonist = -25; CHT allo act = i
`CCOC(=O)c1oc2ccc(S(=O)(=O)N3CCC(C)CC3)cc2c1C` across the screens: OX1R antagonist = -9; CHT allo act = i
`O=[N+]([O-])c1cnc2ccccc2c1` across the screens: OX1R antagonist = -3; CHT allo act = i

Next records.
SMILES	OX1R antagonist	CHT allo act
Cc1ccccc1Cn1nnc(C(=O)Nc2cccc(C)c2C)c1N	-11	i
Cc1ccc(N2CC(C(=O)O)CC2=O)cc1 (configuration not stated)	-9	i
Cc1cc(S(=O)(=O)Nc2ccc(C(=O)NCC(C)(C)N3CCOCC3)cc2)ccc1F	-17	i
CCN(CC(=O)NCc1ccc(F)cc1)CC(=O)Nc1ccc(Br)cc1F	2	.
Cc1ccc(S(=O)(=O)NCCC(=O)NCc2ccc3c(c2)OCO3)cc1C	-38	i
Cc1nnc(SCc2ccccc2)[nH]c1=O	-27	i
O=S(=O)(c1cccs1)N1CCCc2cccc(O)c21	-9	i
O=C(Nc1cccc(-c2csc(Nc3ccc(Cl)cc3)n2)c1)c1ccccc1	-28	i
COCCn1c(SCc2cccnc2)nnc1-c1ccco1	-16	i
COc1ccc(CNC(=O)C(=O)NC2CCC(C)CC2)cc1 (configuration not stated)	-28	i
CC(C)c1ccc(NC(=O)C2CC(=O)N(C3CCCC3)C2)cc1 (configuration not stated)	-13	i
CCOC(=O)C(Cc1ccc(OC)c([N+](=O)[O-])c1)NC(=O)CCC(=O)Nc1ccc(OC)cc1 (configuration not stated)	-13	i
COc1ccc(CNC(=O)c2cccs2)cc1	-1	i
COCCNc1nc(-c2ccccc2)nc2ccccc12	-7	i
CC1=NN(c2ccccc2)C(=O)/C1=C/N(C)C	-17	i
O=C(O)c1cccc(-c2ccc(/C=N/NC(=O)C3COc4ccccc4O3)o2)c1 (configuration not stated)	-16	i
COC(=O)c1c(NC(=O)c2ccco2)sc(C(=O)N(C)C)c1C	-25	i
Cc1ccc(-c2nc3ccsc3c(=O)[nH]2)cc1	-15	i
O=C(CCl)NC1CCCc2ccccc21 (configuration not stated)	-6	i
CCOC(=O)C1(CCSC)NC(c2ccco2)C2C(=O)N(CC)C(=O)C21 (configuration not stated)	-27	i
Cc1cccc(-c2ncc(CN3CCC(CO)(CCCc4ccccc4)CC3)cn2)c1	-30	i
c1ccc(-c2ccc(CNC3CC3)cc2)cc1	.	i
O=C(NC(N1CCOCC1)C(Cl)(Cl)Cl)c1ccco1 (configuration not stated)	-10	i
COc1ccc(-c2noc(COc3ccccc3OC)n2)cc1OC	4	i
Cc1cc(C)cc(OCC(=O)NCCN2CCOCC2)c1	-25	i

Looked up by structure from the list above, 5 records:
SMILES	OX1R antagonist	CHT allo act
O=C(Nc1cccc(-c2csc(Nc3ccc(Cl)cc3)n2)c1)c1ccccc1	-28	i
COc1ccc(-c2noc(COc3ccccc3OC)n2)cc1OC	4	i
Cc1nnc(SCc2ccccc2)[nH]c1=O	-27	i
CCOC(=O)C(Cc1ccc(OC)c([N+](=O)[O-])c1)NC(=O)CCC(=O)Nc1ccc(OC)cc1 (configuration not stated)	-13	i
CCOC(=O)C1(CCSC)NC(c2ccco2)C2C(=O)N(CC)C(=O)C21 (configuration not stated)	-27	i

(more compounds)
SMILES	OX1R antagonist	CHT allo act
CC(C)C(NC(=O)C12CC3CC(CC(C3)C1)C2)C(=O)O (configuration not stated)	14	i
Cc1ccc(-c2cc(Cc3ccccc3)c(=O)[nH]n2)cc1	-27	i
CCOC(=O)NC(c1ccc(C(C)C)cc1)C(Cl)(Cl)Cl (configuration not stated)	42*	i
CC(C#N)(NC(=O)COC(=O)c1ccccc1NCCO)C1CC1 (configuration not stated)	-13	i
O=C(CN1CCc2ccccc2C1)Nc1ccc(F)cc1F	-8	i
O=C(NNC(=O)C1CC1)c1ccccc1[N+](=O)[O-]	.	i
CCOc1cccc(-c2nnc3sc(COc4ccccc4)nn23)c1	-19	i
Cc1cc(C)nc(Sc2ccc([N+](=O)[O-])cc2[N+](=O)[O-])n1	-21	i
COc1ccc(/C(C)=N/N=C2/NC(=O)CC(C(=O)O)S2)cc1F (configuration not stated)	-6	i
COc1ccc(NC(=O)CN2CCc3ccccc3C2)c([N+](=O)[O-])c1	-28	i
Cc1nc2ccc(NS(=O)(=O)c3ccc(C)c(C)c3)cc2s1	32	i
Cc1nc2ccccc2n1/C(=N\S(=O)(=O)c1ccccc1)c1ccccc1	-13	i
CCOC(=O)CCCNC(=O)COC(=O)c1cc2ccccc2cc1O	-29	i
COC(=O)CN1C(=S)N(c2ccccc2)C(=O)C1CC(=O)Nc1ccc(Cl)cc1 (configuration not stated)	-4	i
O=C(O)CC(CC(=O)Nc1ccc(-c2ccccc2)cc1)c1ccccc1 (configuration not stated)	6	i
CS(=O)(=O)N(CC(=O)O)c1cc(Cl)cc(Cl)c1	-18	i
Cc1cc(C)cc(NC(=O)Cn2cnc3c(nnn3Cc3ccc(F)cc3)c2=O)c1	-8	i
Cc1ccc(-c2cc(-c3ccccc3)nc(N(C)N)n2)cc1	-17	i
Cc1nn(C)cc1CN(C)C(=O)CC12CC3CC(CC(C3)C1)C2	-10	i
CCOC(=O)C1CCN(C(=O)CCCn2nc(CC)n3c(cc4occc43)c2=O)CC1	-44	i
COc1ccc(NCc2cc(=O)[nH]c3ccccc23)cc1	.	i
O=C(O)C1CCCN1S(=O)(=O)c1ccc(F)cc1 (configuration not stated)	11	i
CCOC(=O)N1CCN(C(=O)c2ccc(CN(c3ccccc3)S(C)(=O)=O)cc2)CC1	-19	i
COc1ccc(N2C(=O)C3C(C2=O)C(C(=O)c2ccccc2)N2CCCC32)cc1 (configuration not stated)	-32	i
Cc1nc(C)n(CC(O)COc2ccc(C(=O)c3ccccc3)cc2)n1 (configuration not stated)	-19	i
Later entries
SMILES	OX1R antagonist	CHT allo act
CCN1C[C@@H]2[C@@H]3C(=O)N(C)C(=O)[C@@H]3[C@](CC)(C(=O)OC)N2C1=NC	0	.
Cc1nc2scc(C)n2c(=O)c1S(=O)(=O)NCc1ccccc1	1	i
Cc1ccc(C)c(NC(=S)NCCN2CCOCC2)c1	-24	i
CN1CC2(Cc3c1ccc1ccccc31)C(=O)OC(C)(C)OC2=O	-17	i
COCCN1C(=O)c2ccccc2C(C(=O)Nc2ccc3c(c2)OCCO3)C1c1ccc(F)cc1 (configuration not stated)	-29	i
CCN1CCN(/C=N/c2nc(C)cs2)CC1	6	i
O=C(NCc1ccc2c(c1)OCO2)C(=O)NCC1OCCCN1S(=O)(=O)c1cc(F)ccc1F (configuration not stated)	-10	i
O=C(CSc1ccc2ccccc2c1)NCCc1ccc(O)c(O)c1	-3	i
COc1ccc(NC(=O)CSC2=NC(=O)CC(C)=N2)cc1	-2	i
NC(=O)c1cc(S(=O)(=O)NCCCc2ccco2)cs1	-4	i
Cc1cc(C)cc(NC(=O)c2sc3nc(C)cc(C)c3c2N)c1	-20	i
CC1CSc2nc3sc4c(c3c(=O)n21)CCCC4 (configuration not stated)	-11	i
CCc1ccc(OCC(=O)O/N=C(\N)c2cccnc2)cc1	-17	i
CCOC(=O)c1cc(C#N)c(NCc2ccccc2)nc1C	-8	i
CC(C)=CCN1CCN(CCCn2cccn2)CC1CCO (configuration not stated)	0	i
CC(C)(C)Cc1nnc(NC(=O)c2cc(-c3ccccc3)nc3ccccc23)s1	-54	i
COc1ccc(/C(C)=N/NC(=O)c2nc(C)cc(C)n2)cc1	-16	i
COc1cccc(N/C(SCc2cccc([N+](=O)[O-])c2)=C(/C#N)C(N)=O)c1	-24	i
CCCCOc1ccc(C(=O)NCC(=O)NNC(=O)c2ccco2)cc1	-31	.
Cc1ccccc1NC(=O)Cc1nc(-c2c[nH]c(C(=O)N3CCCC3)c2)cs1	-15	.
c1ccc(C(c2ccccc2)c2ccn[nH]2)cc1	-14	i
c1cn(CCCNC2CCCCCCC2)cn1	3	i
CN1CCN(NS(=O)(=O)c2ccc(Cl)s2)CC1	3	i
O=C(Nc1ccccc1)c1ccc(NCc2ccco2)c(S(=O)(=O)N2CCOCC2)c1	-3	i
O=C(O)CCC(NC(=O)OCc1ccccc1)C(=O)O (configuration not stated)	-3	i
The results go on.
SMILES	OX1R antagonist	CHT allo act
COc1ccc(NC(=O)CN(C)S(=O)(=O)c2cnc[nH]2)cc1	1	i
COc1cccc(OCC(O)CN2CCN(C)CC2)c1 (configuration not stated)	7	i
CC(=O)c1ccc(N2CCN(C(=O)C3CCCN3S(=O)(=O)c3cccc4nsnc34)CC2)cc1 (configuration not stated)	-21	i
O=c1ccccn1CCOc1ccccc1Cl	-25	i
O=[N+]([O-])c1cccc(/C=N/n2cnnc2)c1O	-3	i
S=c1[nH]nc(-c2ccccn2)n1/N=C/c1ccc(-c2ccccc2Cl)o1	-13	i
Cc1ccc(CC(=O)Nc2nncs2)cc1	-4	i
COc1nc(-c2ccccc2)ncc1S(=O)(=O)c1ccccc1	-30	i
COc1ccc(-c2nnc3cccc(Cl)n23)c(OC)c1	-19	i
COC(=O)C(Cc1ccc(O)cc1)NC(=O)c1ccccc1OC (configuration not stated)	-11	i
COc1ccc(CCN(C)C(=O)c2ccc(S(=O)(=O)NCc3ccco3)cc2)cc1OC	-28	i
O=C(c1ccccc1NS(=O)(=O)c1ccc(F)cc1)N1CCCC1	1	i
CC(C)(C)C(=O)Nc1ccc(C(=O)N/N=C/c2ccccc2OC(=O)c2ccc(Cl)cc2)cc1	-2	i
CCOC(=O)C(=CNc1cccc(C)n1)C(=O)OCC	-24	i
COc1c(/C=N/NS(=O)(=O)c2ccc(C)cc2)c(CCN(C)C(C)=O)cc2c1OCO2	-24	i
O=C(c1ccccc1)N1CCN(S(=O)(=O)c2ccccc2)CC1	-4	i
Cc1cccc(NC(=O)Cn2nc(C(F)(F)F)cc2C2CC2)c1	-23	i
CCOc1ccc(C(O)c2nccn2Cc2ccccc2)cc1 (configuration not stated)	-19	i
Cc1ccc(C(=O)Nc2cccc(C(=O)NC3CCCCC3)c2)cc1	-27	i
O=C(O)c1cc(S(=O)(=O)N2CCCCC2)ccc1Cl	-2	i
COc1cc(-c2cc(C(=O)Nc3ccc(N4CCOCC4)cc3)c3ccccc3n2)cc(OC)c1OC	-9	i
COc1ccc(Cl)cc1C(=O)NNC(=S)NC(=O)c1ccc(F)c(F)c1	-17	i
C[n+]1ccccc1COc1ccc(C(C)(C)C)cc1	-3	i
CCOCCn1c(N2CCN(c3ccc(OC)cc3)CC2)nc2c1c(=O)n(C)c(=O)n2C	-23	i
COC(=O)N/N=C/c1ccc(-c2ccc(C)c(Cl)c2)o1	-24	i
C=CCNC(=O)/C(=C\c1ccc(Br)cc1)NC(=O)c1ccccc1OC	-18	i
COc1ccc(C(=O)C(C)[n+]2ccc(-c3nnc4n3CCCCC4)cc2)cc1 (configuration not stated)	-14	i

3 compounds out of the list above, ordered by the value under OX1R antagonist, low to high:
Structure	OX1R antagonist
CCOC(=O)C(Cc1ccc(OC)c([N+](=O)[O-])c1)NC(=O)CCC(=O)Nc1ccc(OC)cc1 (configuration not stated)	-13
COc1ccc(/C(C)=N/N=C2/NC(=O)CC(C(=O)O)S2)cc1F (configuration not stated)	-6
CN1CCN(NS(=O)(=O)c2ccc(Cl)s2)CC1	3

Compound activity deposited in PubChem BioAssay by several laboratories.
